KLF5 inhibitor: suppresses KLF5 promoter-driven expression | DLD-1 KLF5 promoter-luciferase reporter, luminescence | inhibition, % at 5 µM | 290,000 compounds, 0.23% hits | AID 1700;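 active = inhibition above a per-plate limit of that plate's mean compound inhibition plus 3 SD, cut at about 60% in these data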;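 note: 0% = DMSO wells and 100% = LY294002 at 200 µM; higher means less KLF5 promoter-driven luciferase light; inactives centre near -14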
aSyn UTR inh: 5' untranslated region of α-synuclein, MLPCN primary screen; alpha-synuclein 5'UTR reporter, inhibitor activity; inhibition, % (tested at 7.5 µM); 300,000 compounds, 0.82% hits; AID 1813; in the data active = inhibition above about 60%;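 note: H4 neuroglioblastoma cells stably carrying SNCA 5'UTR luciferase fusion; 0% = DMSO wells and 100% = positive control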
HSF1 activator: increases HSF-1 driven luciferase reporter signal | NIH3T3-HGL HSF-1 luciferase reporter, MG132, 8 h; 100% = twice DMSO control signal | activation, % at 9 µM | 300,000 compounds, 1.7% hits | AID 504408;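 active = mean replicate activation of at least 50% with a set share of replicates each reaching 50%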;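 note: 0% = median of the neutral control wells and 100% = twice that signal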
HSP90 inh: HSP90 refolding inhibition in rabbit reticulocyte lysate; luciferase refolding luminescence, 3 h; inhibition, % at 5.6 µM; 290,000 compounds, 0.91% hits; AID 1789;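 active = inhibition above the screen-wide mean plus 3 SD, computed separately per campaign, cut at about 16% in these data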;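 note: 0% = DMSO wells and 100% = 60 µM geldanamycin wells; inhibitors lower the luminescence because luciferase stays unfolded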
IEC-6 tox: kills IEC-6 intestinal cells in KLF5 counter-screen; IEC-6 cytotoxicity, luminescence viability; inhibition, % at 5 µM; 290,000 compounds, 0.78% hits; in the data active = inhibition above about 22%;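 note: 0% = plate median of test compound wells and 100% = cytotoxic reference compound wells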
HSF1 inhib: HSF1 inhibition | NIH3T3-HGL HSE-luciferase, MG132-induced, luminescence 8 h; hits give low values | AID 2098 | activity change, negative = inhibition, % at 7.5 µM (by protocol) | 300,000 compounds, 0.77% hits;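 active = more than half of replicate wells show activity change below -50%, luminescence cut by over half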;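 note: luciferase reports HSF-1 transcriptional activity via heat shock element; 0% = median of DMSO wells and -100% = zero luminescence signal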
GSK3 alpha inh: human GSK-3 alpha kinase inhibition | AID 2650 | ADP-Glo luminescence, 60 min | inhibition, % at 10 µM | 320,000 compounds, 0.1% hits | P49840;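 in the data active = inhibition above about 50%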;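 note: GST-tagged GSK-3 alpha with peptide substrate and 25 µM ATP; 0% = DMSO neutral wells and 100% = GW8510 positive control wells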
Target sequence (P49840 whole entry, looked up): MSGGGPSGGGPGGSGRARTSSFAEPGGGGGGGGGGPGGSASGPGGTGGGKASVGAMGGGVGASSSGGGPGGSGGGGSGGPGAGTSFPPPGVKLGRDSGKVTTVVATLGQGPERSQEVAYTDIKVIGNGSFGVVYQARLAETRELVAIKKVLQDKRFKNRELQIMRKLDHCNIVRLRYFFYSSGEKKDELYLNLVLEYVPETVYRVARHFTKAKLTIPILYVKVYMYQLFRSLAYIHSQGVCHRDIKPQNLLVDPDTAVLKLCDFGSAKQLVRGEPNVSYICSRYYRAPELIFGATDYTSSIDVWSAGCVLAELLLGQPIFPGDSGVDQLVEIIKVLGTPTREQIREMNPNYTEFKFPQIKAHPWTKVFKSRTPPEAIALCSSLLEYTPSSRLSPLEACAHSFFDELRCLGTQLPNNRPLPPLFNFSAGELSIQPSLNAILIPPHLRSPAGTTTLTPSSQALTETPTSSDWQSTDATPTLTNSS
Platelet DG rel: modulates dense granule release in human platelets. inhibition, %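 (compounds screened at 7.5 µM in platelet-rich plasma)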. 300,000 compounds, 0.22% hits. human platelet-rich plasma, SFLLRN dense granule ATP release, luminescence;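 active = mean replicate score, as percent of positive control, at or above 50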
DYRK1A inh: Dyrk1A (rat) kinase inhibition. Q63470. ADP-Glo luminescence, NFATc1 peptide. inhibition, % at 12.5 µM. 310,000 compounds, 0.43% hits; in the data active = inhibition above about 50%;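 note: plate controls were vehicle with enzyme for no effect and no enzyme for full effect; many of its hits are not listed in these tables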
GSK3beta inhib: inhibitors of human GSK3beta kinase. P49841. GST-GSK3beta kinase, ADP-Glo luminescence, 60 min; hits give low values. activity score (negative = inhibition), % at 10 µM. 300,000 compounds, 0.038% hits;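 active = more than half of replicate wells score below -50%, meaning over 50% inhibition versus plate controls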;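 note: 0% = median DMSO wells and -100% = median GW8510 positive control wells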
Target sequence (P49841 whole entry, looked up): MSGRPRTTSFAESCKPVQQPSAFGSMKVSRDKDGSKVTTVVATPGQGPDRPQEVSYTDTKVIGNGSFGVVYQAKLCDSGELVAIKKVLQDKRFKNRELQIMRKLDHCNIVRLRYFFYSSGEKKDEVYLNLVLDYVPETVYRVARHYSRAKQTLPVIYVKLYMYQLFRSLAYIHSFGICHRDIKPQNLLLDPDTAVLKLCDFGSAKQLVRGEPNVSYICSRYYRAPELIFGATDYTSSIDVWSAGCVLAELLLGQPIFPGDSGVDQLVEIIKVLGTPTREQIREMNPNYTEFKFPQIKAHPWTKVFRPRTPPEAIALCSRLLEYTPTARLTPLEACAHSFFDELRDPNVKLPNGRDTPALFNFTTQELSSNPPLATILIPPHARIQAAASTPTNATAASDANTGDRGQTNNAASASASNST
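test system = GST-tagged human GSK3beta kinase, cell-free | reagent = 25 µM ATP with peptide substrate | dosing = one dose of 10 µM per compound | schedule = 60 min reaction, RT | detection = luminescent ADP-Glo measurement of ADP formed | control set = DMSO neutral wells and GW8510 at 20 µM as positive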
Starred values were filed as active, the others as inactive. The list is partial (hit frequency here may not be typical).

`O=C(Nc1ccc(F)c(Cl)c1)c1cncs1` gave KLF5 inhibitor 9, aSyn UTR inh -12, HSF1 activator -6, HSP90 inh 3, IEC-6 tox 9, HSF1 inhib 4, GSK3 alpha inh 2, Platelet DG rel -5, DYRK1A inh 15 and GSK3beta inhib 1.
For N#Cc1cccc(C(=O)Nc2cccc(S(=O)(=O)N3CCCC3)c2)c1 the results were KLF5 inhibitor -6, aSyn UTR inh 6, HSF1 activator -5, HSP90 inh -4, IEC-6 tox 1, HSF1 inhib -5, GSK3 alpha inh -1, Platelet DG rel 4, DYRK1A inh 0 and GSK3beta inhib 0.
For Cc1cc(Cn2nc(-c3ccccc3)cc2C(=O)NCC2CC2)on1 the results were aSyn UTR inh -1, HSF1 activator -17, HSF1 inhib -1, GSK3 alpha inh -5, Platelet DG rel 0, DYRK1A inh -4 and GSK3beta inhib 0.
Screening COc1ccc(CCNC(=O)c2ccc(Cl)cc2)cc1OC returned KLF5 inhibitor -7, aSyn UTR inh 14, HSF1 activator -3, HSP90 inh 5, IEC-6 tox 1, HSF1 inhib -3, GSK3 alpha inh 0, Platelet DG rel -6, DYRK1A inh 2 and GSK3beta inhib 5.
Cc1ccc(-c2csc3ncnc(SCC(=O)c4ccc5c(c4)OCCO5)c23)cc1 was read as KLF5 inhibitor -28, aSyn UTR inh 10, HSF1 activator -4, HSP90 inh 2, IEC-6 tox -3, HSF1 inhib 0, GSK3 alpha inh 3, Platelet DG rel -1, DYRK1A inh -1 and GSK3beta inhib 2.
`CCn1cc(C(=O)NCCC(C)C)c(=O)c2cc(F)c(N3CCN(C)CC3)cc21` gave KLF5 inhibitor -45, aSyn UTR inh -3, HSF1 activator 4, HSP90 inh -1, IEC-6 tox 6, HSF1 inhib -3, GSK3 alpha inh 0, Platelet DG rel -11, DYRK1A inh -2 and GSK3beta inhib -3.
Screening Cc1c(CCC(=O)N[C@@H](CC(C)C)C(=O)O)c(=O)oc2cc3oc4c(c3cc12)CCCC4 returned KLF5 inhibitor 5, aSyn UTR inh 25, HSF1 activator 4, HSP90 inh 1, IEC-6 tox -6, HSF1 inhib -11, GSK3 alpha inh -5, Platelet DG rel 5, DYRK1A inh 7 and GSK3beta inhib 2.
CCN(CC)CCN1C(=O)C(=O)/C(=C(/O)c2ccc(C)cc2)C1c1cccnc1 (stereo not drawn) was read as KLF5 inhibitor -8, aSyn UTR inh 4, HSF1 activator -8, HSP90 inh 0, IEC-6 tox -2, HSF1 inhib 3, GSK3 alpha inh -1, Platelet DG rel 4, DYRK1A inh -3 and GSK3beta inhib -3.
C=CCN=C1SC(C)C(=O)N1S(=O)(=O)c1ccccc1 (stereo not drawn) was read as KLF5 inhibitor -12, aSyn UTR inh 19, HSF1 activator -21, HSP90 inh -3, IEC-6 tox -4, HSF1 inhib -1, GSK3 alpha inh 2, Platelet DG rel -2, DYRK1A inh 4 and GSK3beta inhib 2.
Screening Cc1ccc(SCCC(=O)N2CCOCC2)cc1 returned KLF5 inhibitor -41, aSyn UTR inh -27, HSF1 activator 11, HSP90 inh 0, IEC-6 tox -3, HSF1 inhib 6, GSK3 alpha inh -2, Platelet DG rel -7, DYRK1A inh -2 and GSK3beta inhib 4.
Screening Cc1cc(C(=O)N2CCN(Cc3ccc4c(c3)OCO4)CC2)on1 returned KLF5 inhibitor -18, aSyn UTR inh 6, HSF1 activator 3, HSP90 inh -2, IEC-6 tox 0, HSF1 inhib 2, GSK3 alpha inh 0, Platelet DG rel 13, DYRK1A inh -3 and GSK3beta inhib -6.
For CCC(C)(C)C(=O)Nc1ccc(OC)cc1[N+](=O)[O-] the results were KLF5 inhibitor -9, aSyn UTR inh -3, HSF1 activator 7, HSP90 inh 3, IEC-6 tox -1, HSF1 inhib -3, GSK3 alpha inh 5, Platelet DG rel -2, DYRK1A inh -4 and GSK3beta inhib 1.
COc1ccc(OCc2nc3c4c(ncn3n2)-c2ccccc2CC42CCCC2)cc1 was read as KLF5 inhibitor 4, aSyn UTR inh 22, HSF1 activator 6, HSP90 inh 3, IEC-6 tox 4, HSF1 inhib 5, GSK3 alpha inh -1, Platelet DG rel -2, DYRK1A inh -10 and GSK3beta inhib 1.
Cc1cc(C)c(S(=O)(=O)N(C)CC(=O)NCc2ccccn2)c(C)c1 was read as KLF5 inhibitor 4, aSyn UTR inh 9, HSF1 activator 16, HSP90 inh -4, IEC-6 tox -5, HSF1 inhib -1, GSK3 alpha inh -4, Platelet DG rel 3, DYRK1A inh 3 and GSK3beta inhib 0.
`CC1(C)CC(N2CCN(C(c3ccccc3)c3ccccc3)CC2)=CC(=[N+]2CCCCC2)C1` gave KLF5 inhibitor 55, aSyn UTR inh 53, HSF1 activator 59*, HSP90 inh 14, IEC-6 tox 31*, HSF1 inhib 24, GSK3 alpha inh 8, Platelet DG rel -4, DYRK1A inh 5 and GSK3beta inhib -1.
CCN1CCN(Cc2ccc(NC(=O)c3cc(NC(=O)c4ccno4)cc(OC)c3)cc2C(F)(F)F)CC1 was read as aSyn UTR inh -45, HSF1 activator -3, HSF1 inhib 2, GSK3 alpha inh 1, Platelet DG rel -7, DYRK1A inh 9 and GSK3beta inhib -10.
NC(=O)c1cc(NC(=O)CCc2nc3ccccc3s2)cc(C(N)=O)c1 was read as KLF5 inhibitor 1, aSyn UTR inh 3, HSF1 activator 35, HSP90 inh -2, IEC-6 tox -2, HSF1 inhib 2, GSK3 alpha inh 4, Platelet DG rel 14, DYRK1A inh 3 and GSK3beta inhib -22.
For COc1ccc(CNC(=O)c2n[nH]c3ccccc23)cc1OC the results were KLF5 inhibitor -5, aSyn UTR inh 15, HSF1 activator 2, HSP90 inh 0, IEC-6 tox 6, HSF1 inhib 2, GSK3 alpha inh -2, Platelet DG rel -19, DYRK1A inh 34 and GSK3beta inhib -6.
COc1cc(OC)cc(OC(=O)c2cccc(S(=O)(=O)N3CCN(C)CC3)c2)c1 was read as aSyn UTR inh -3, HSF1 activator 3, HSF1 inhib -5, GSK3 alpha inh -2, Platelet DG rel 5, DYRK1A inh 20 and GSK3beta inhib 1.
Screening Cc1ccccc1Nc1nnc(SCC(=O)NCc2cccs2)s1 returned KLF5 inhibitor 1, aSyn UTR inh 6, HSF1 activator 1, HSP90 inh -4, IEC-6 tox -2, HSF1 inhib -2, GSK3 alpha inh 0, Platelet DG rel -2, DYRK1A inh 2 and GSK3beta inhib -1.

Next part; it opens with the two that closed the last part.
COc1cc(OC)cc(OC(=O)c2cccc(S(=O)(=O)N3CCN(C)CC3)c2)c1 was read as aSyn UTR inh -3, HSF1 activator 3, HSF1 inhib -5, GSK3 alpha inh -2, Platelet DG rel 5, DYRK1A inh 20 and GSK3beta inhib 1.
Screening Cc1ccccc1Nc1nnc(SCC(=O)NCc2cccs2)s1 returned KLF5 inhibitor 1, aSyn UTR inh 6, HSF1 activator 1, HSP90 inh -4, IEC-6 tox -2, HSF1 inhib -2, GSK3 alpha inh 0, Platelet DG rel -2, DYRK1A inh 2 and GSK3beta inhib -1.
`CCCNC(=O)C(Cc1ccccc1)NS(=O)(=O)c1ccc2c(c1)CCC(=O)N2` (stereo not drawn) gave KLF5 inhibitor -22, aSyn UTR inh 3, HSF1 activator 13, HSP90 inh -2, IEC-6 tox -5, HSF1 inhib -2, GSK3 alpha inh -4, Platelet DG rel 9, DYRK1A inh 1 and GSK3beta inhib 4.
CC(C)n1c(N2CCN(C(=O)NCc3ccccc3)CC2)nc2ccccc21 was read as KLF5 inhibitor -12, aSyn UTR inh 26, HSF1 activator -6, HSP90 inh -3, IEC-6 tox -1, HSF1 inhib 2, GSK3 alpha inh 0, Platelet DG rel 1, DYRK1A inh -7 and GSK3beta inhib 1.
Screening COc1ccc(CNC(=O)CCC(=O)c2ccc(C)cc2)cc1OC returned KLF5 inhibitor 3, aSyn UTR inh 3, HSF1 activator 3, HSP90 inh -2, IEC-6 tox 1, HSF1 inhib 1, GSK3 alpha inh -2, Platelet DG rel 0, DYRK1A inh -5 and GSK3beta inhib -1.
Screening CS(=O)(=O)NCc1ccc(C(=O)NCCOc2ccccc2)cc1 returned KLF5 inhibitor -118, aSyn UTR inh -120, HSF1 activator 14, HSP90 inh 5, IEC-6 tox 3, HSF1 inhib 11, GSK3 alpha inh -1, Platelet DG rel 1, DYRK1A inh 0 and GSK3beta inhib 2.
COc1ccccc1CN1CCCC(CNC(=O)c2cccc3ccccc23)C1 (stereo not drawn) was read as KLF5 inhibitor -39, aSyn UTR inh 3, HSF1 activator -9, HSP90 inh -3, IEC-6 tox 0, HSF1 inhib -5, GSK3 alpha inh 2, Platelet DG rel -2 and GSK3beta inhib 3.
COc1ccc(C(=O)NC(C)C2CC3CCC2C3)c(OC)c1 (stereo not drawn) was read as KLF5 inhibitor -29, aSyn UTR inh 39, HSF1 activator -3, HSP90 inh -3, IEC-6 tox -2, HSF1 inhib -6, GSK3 alpha inh 0, Platelet DG rel -1, DYRK1A inh -6 and GSK3beta inhib 3.
Screening O=C(c1ccc([N+](=O)[O-])cc1)N1C=CC(C(F)(F)F)=NCC1 returned KLF5 inhibitor 2, aSyn UTR inh -26, HSF1 activator 0, HSP90 inh 0, IEC-6 tox -11, HSF1 inhib -7, GSK3 alpha inh 9, Platelet DG rel -7, DYRK1A inh 3 and GSK3beta inhib 1.
CCOC(=O)C1=NOC(CNC(=O)c2ccccc2Cl)C1 (stereo not drawn) was read as KLF5 inhibitor -3, aSyn UTR inh -9, HSF1 activator 7, HSP90 inh 1, IEC-6 tox 8, HSF1 inhib 6, GSK3 alpha inh 0, Platelet DG rel -4, DYRK1A inh -4 and GSK3beta inhib 3.
Screening CCCC(C)C(=O)OCC(=O)Nc1c(Br)cc(C)cc1Br (stereo not drawn) returned KLF5 inhibitor 3, aSyn UTR inh 6, HSF1 activator -17, HSP90 inh 1, IEC-6 tox -3, HSF1 inhib -8, GSK3 alpha inh -1, Platelet DG rel 20, DYRK1A inh -11 and GSK3beta inhib 2.
Screening O=C(/C=C/c1cccs1)NCc1cccs1 returned aSyn UTR inh -55, HSF1 activator 7, HSF1 inhib 6, GSK3 alpha inh -5, Platelet DG rel -1 and GSK3beta inhib -5.
`COC(=O)c1ccc(/C=N/NC(=O)CC(=O)NC(C)C)cc1` gave KLF5 inhibitor -39, aSyn UTR inh -9, HSF1 activator -9, HSP90 inh -4, IEC-6 tox 2, HSF1 inhib -5, GSK3 alpha inh 2, Platelet DG rel -1, DYRK1A inh 4 and GSK3beta inhib 1.
Cc1ccc(N2C(=O)C(Cl)=C(NCCO)C2=O)c(C)c1 was read as KLF5 inhibitor -10, aSyn UTR inh -23, HSF1 activator -19, HSP90 inh -1, IEC-6 tox 1, HSF1 inhib -3, GSK3 alpha inh -2, Platelet DG rel -5, DYRK1A inh -1 and GSK3beta inhib -1.
O=C(NCCc1csc(-c2cccc(F)c2)n1)c1ccco1 was read as KLF5 inhibitor -24, aSyn UTR inh -22, HSF1 activator 42, HSP90 inh -4, IEC-6 tox 1, HSF1 inhib 10, GSK3 alpha inh 3, Platelet DG rel 7 and GSK3beta inhib 3.
For C/C=C\C(=O)Nc1cccc(C2=NOC3(C2)C[C@@H](C(N)=O)N(C(=O)c2ccc(Cl)cc2)C3)c1 (stereo partly drawn) the results were aSyn UTR inh 7, HSF1 activator -20, HSF1 inhib -3, GSK3 alpha inh -4, Platelet DG rel 0, DYRK1A inh 5 and GSK3beta inhib -3.
